Screening results from PubChem BioAssay.
PME-1 inh = blocks human protein phosphatase methylesterase 1; recombinant PME-1, FP-Rh probe fluorescence polarization; hit rate 0.53% among 320,000; Q9Y570; inhibition, % at 5.9 µM;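 active = inhibition above the campaign mean of all compounds plus 3 SD, cut at about 26% in these data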;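 also: competitive labeling of PME-1 active site by serine hydrolase directed probe; 0% = PME-1 with DMSO and 100% = wells lacking PME-1 enzyme; inhibitors block probe labeling so polarization falls and inhibition rises; many of its hits are not listed in these tables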
GSTO1 counter = counter-screen for RBBP9 inhibitors: inhibitors of human GSTO1 | P78417 | hit rate 1.1% among 300,000 | recombinant GSTO1, activity-based probe fluorescence polarization | inhibition, % at 5.96 µM | AID 1974;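 active = inhibition above the campaign mean inhibition plus 3 SD, cut at about 35% in these data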;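 also: 0% = GSTO1-1 with DMSO and 100% = wells lacking GSTO1-1 enzyme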
PAFAH1B2 inh = PAFAH1B2 (human) inhibition; P68402; recombinant PAFAH1B2, FP-rhodamine activity probe, fluorescence polarization; inhibition, % at 3.39 µM; hit rate 1.2% among 340,000; AID 492953;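 active = inhibition above the mean of all tested compounds plus 3 SD, cut at about 24% in these data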;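 also: 0% = enzyme with DMSO and 100% = wells lacking PAFAH1B2; many of its hits are not listed in these tables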
PAFAH1B3 inh = blocks human PAF acetylhydrolase 1B catalytic subunit 3; Q15102; recombinant PAFAH1B3, FP-rhodamine probe, fluorescence polarization; inhibition, % at 3.39 µM; hit rate 0.28% among 340,000; AID 492972;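 active = inhibition above the screen-wide average of all tested compounds plus 3 SD, cut at about 25% in these data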;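 also: 0% = enzyme with DMSO only and 100% = wells lacking PAFAH1B3 protein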
PAFAH2 inh = PAFAH2 (human) inhibition. inhibition, % at 3.39 µM. Q99487. recombinant PAFAH2, FP-rhodamine activity probe, fluorescence polarization. hit rate 0.99% among 340,000. AID 492956;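 active = inhibition above the mean over all tested compounds plus 3 SD, cut at about 30% in these data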;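 also: inhibitors block probe labeling of enzyme so polarization drops; 0% = enzyme with DMSO and 100% = wells lacking PAFAH2 protein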
pPAFAH FP inh = inhibitors of human plasma PAF acetylhydrolase (pPAFAH) | Q13093 | recombinant pPAFAH, FP-rhodamine probe fluorescence polarization | hit rate 1.5% among 330,000 | AID 463082 | inhibition, % at 3.39 µM;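 active = inhibition above the mean inhibition across the screen plus 3 SD, cut at about 25% in these data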;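 also: inhibitors block binding of the rhodamine activity-based probe so polarization drops; 0% = enzyme with DMSO and 100% = wells lacking pPAFAH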
LYPLA1 inh = counter-screen for PME1 inhibitors: inhibitors of human LYPLA1. O75608. recombinant LYPLA1, FP-Rh probe fluorescence polarization. inhibition, % at 5.9 µM. hit rate 0.16% among 320,000. AID 2174;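 active = inhibition above the mean of all tested compounds plus 3 SD, set per campaign, cut at about 14% in these data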;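 also: inhibitors block serine hydrolase probe labeling of LYPLA1 so polarization falls; 0% = enzyme with DMSO and 100% = wells lacking LYPLA1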
Target sequence (O75608 whole entry, looked up): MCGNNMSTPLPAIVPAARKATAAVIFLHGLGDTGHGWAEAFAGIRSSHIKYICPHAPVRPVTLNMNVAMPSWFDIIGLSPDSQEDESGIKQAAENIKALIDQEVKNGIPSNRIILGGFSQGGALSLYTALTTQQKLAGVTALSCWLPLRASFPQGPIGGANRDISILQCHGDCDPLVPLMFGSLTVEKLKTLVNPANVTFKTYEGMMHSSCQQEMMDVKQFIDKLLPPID
PAD4 inh = PAD4 (human) enzyme inhibition | recombinant PAD4, RCA probe fluorescence polarization | AID 485272 | Q9UM07 | inhibition, % at 6.36 µM | hit rate 0.41% among 330,000;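 active = percent inhibition above a cutoff equal to the mean of all tested compounds plus 3 SD, cut at about 15% in these data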;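 also: 0% = PAD4 with RCA probe and DMSO and 100% = probe without PAD4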
Target sequence (Q9UM07 whole entry, looked up): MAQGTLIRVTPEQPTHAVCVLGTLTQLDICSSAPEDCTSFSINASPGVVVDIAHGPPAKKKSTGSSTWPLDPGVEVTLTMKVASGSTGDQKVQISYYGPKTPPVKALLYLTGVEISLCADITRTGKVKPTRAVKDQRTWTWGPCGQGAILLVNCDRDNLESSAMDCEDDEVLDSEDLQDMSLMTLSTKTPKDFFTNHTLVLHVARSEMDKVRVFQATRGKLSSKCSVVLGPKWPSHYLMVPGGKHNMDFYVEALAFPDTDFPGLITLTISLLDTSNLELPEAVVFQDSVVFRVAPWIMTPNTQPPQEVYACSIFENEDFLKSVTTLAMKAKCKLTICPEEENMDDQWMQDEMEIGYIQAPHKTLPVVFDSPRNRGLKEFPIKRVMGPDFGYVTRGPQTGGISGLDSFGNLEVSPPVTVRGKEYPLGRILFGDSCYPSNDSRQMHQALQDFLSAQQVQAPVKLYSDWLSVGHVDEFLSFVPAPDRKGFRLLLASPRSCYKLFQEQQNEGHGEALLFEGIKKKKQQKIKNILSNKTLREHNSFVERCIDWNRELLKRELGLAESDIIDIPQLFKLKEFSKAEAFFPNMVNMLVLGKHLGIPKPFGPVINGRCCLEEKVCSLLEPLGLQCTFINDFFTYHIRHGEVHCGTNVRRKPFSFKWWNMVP
Fam108B inh = Fam108B inhibition, counter-screen for RBBP9 inhibitors. inhibition, % at 9.51 µM. recombinant Fam108B, FP-Rh probe fluorescence polarization. hit rate 0.33% among 300,000. AID 1947;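 active = inhibition above the screen mean inhibition plus 3 SD, computed separately per campaign, cut at about 18% in these data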;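 also: inhibitors lower polarization as less probe binds the enzyme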
An asterisk follows results filed as active; · = no result given. Only part of the results is shown; count on the stated rates, not on these rows.

Order of results: PME-1 inh | GSTO1 counter | PAFAH1B2 inh | PAFAH1B3 inh | PAFAH2 inh | pPAFAH FP inh | LYPLA1 inh | PAD4 inh | Fam108B inh
- COc1cc(OC)c(NC(=O)CCc2ccccc2)cc1Cl
    3 | 2 | -6 | 9 | 0 | -1 | 1 | -9 | -3
- O=C(CSc1nccc2ccccc12)N1CCN(c2ccccn2)CC1
    4 | 4 | -2 | -3 | 9 | 1 | 0 | 5 | 4
- Cc1ccc(OC(=O)c2cc(C)nn2C(C)(C)C)cc1
    0 | 5 | -2 | 9 | 1 | 6 | 1 | 5 | 0
- O=C(CCl)c1ccc2[nH]c(=O)oc2c1
    5 | 20 | -1 | -3 | 2 | 1 | 1 | 1 | 4
- Cc1ccc(-c2nnn(CC(=O)Nc3cccc4cccnc34)n2)o1
    -2 | -9 | -2 | 2 | -6 | 4 | -3 | -6 | 1
- O=C(Nc1nnc(-c2ccccc2)o1)Nc1ccccc1Cl
    -7 | 4 | 0 | 9 | 0 | -7 | 1 | 2 | 3
- Cc1csc(NC(=O)Cc2ccc(Cl)cc2)n1
    -6 | 2 | 5 | -3 | -4 | -2 | 1 | 2 | 2
- COc1cc(CC(=O)OCC(=O)NCc2cccs2)cc(OC)c1OC
    · | · | 6 | 10 | 7 | 4 | · | -4 | ·
- Cc1ccc(-c2ncccc2OC(=O)C23CC4CC(CC(C4)C2)C3)cc1
    -7 | -3 | 0 | 0 | -3 | 0 | -3 | -2 | 0
- O=C(NCc1ccccc1)C(=O)Nc1nc(-c2ccccc2)cs1
    0 | 3 | 8 | 9 | 9 | 5 | 2 | 0 | 0
- CC(C)(C)NC(=O)CN(Cc1ccc2c(c1)OCO2)C(=O)CNS(=O)(=O)c1ccc(F)cc1
    1 | 5 | 3 | 7 | 12 | 0 | 1 | -1 | 2
- Cc1ccnc(NCc2cc(C)ccc2O)c1
    0 | 0 | 4 | 6 | -7 | 0 | 0 | 3 | 3
- CC(=O)Nc1ccc(C(=O)Nc2ccc3c(c2)OCCO3)cc1
    -1 | 1 | 1 | -2 | -2 | -1 | -3 | -3 | 1
- COc1ccc(Nc2nc3c([nH]2)c(=O)[nH]c(=O)n3C)cc1
    2 | 17 | -7 | 8 | -3 | 1 | -1 | 3 | 1
- COc1cc(NC(=O)c2c(-c3ccccc3Cl)noc2C)c2ncccc2c1
    -1 | -10 | 1 | 5 | -6 | -3 | 0 | -1 | -4
- O=C(CN1CCC(NC(=O)c2ccccc2Cl)CC1)NCc1ccco1
    1 | -1 | 0 | 2 | 8 | -4 | 4 | 2 | -3
- COc1ccc(NCc2ccc([N+](=O)[O-])s2)cc1
    -2 | 18 | 5 | 7 | 4 | 10 | -5 | -6 | 4
- Cc1onc(C(=O)Nc2cccnc2Cl)c1[N+](=O)[O-]
    4 | 8 | -3 | -3 | -3 | 4 | 0 | 3 | -3
- CC(OC(=O)CNC(=O)c1sc2ccccc2c1Cl)c1ccccc1 (centres undefined)
    7 | · | -4 | 5 | -1 | 4 | -4 | -3 | ·
- O=c1cc(CN2CCN(S(=O)(=O)c3ccc4ccccc4c3)CC2)nc2sccn12
    10 | -1 | 8 | 4 | 7 | 2 | 3 | -5 | 0

The list continues.
Order of results: PME-1 inh | GSTO1 counter | PAFAH1B2 inh | PAFAH1B3 inh | PAFAH2 inh | pPAFAH FP inh | LYPLA1 inh | PAD4 inh | Fam108B inh
- COc1ccc(OC)c(S(=O)(=O)N(C)CC(=O)N2CCN(c3ccccc3F)CC2)c1
    -4 | 9 | 0 | 4 | 0 | -3 | 1 | 2 | 4
- CC(C)CC(NC(=O)c1ccc(Cl)cc1Cl)C(=O)O (centres undefined)
    -4 | 3 | -2 | 10 | -17 | -1 | -3 | -4 | 1
- Cc1ccccc1OC(C)C(=O)NCCC1=CCCCC1 (centres undefined)
    5 | 4 | 6 | 3 | 6 | 7 | 3 | 7 | 2
- Oc1ccc(-c2cn3ccccc3n2)cc1
    3 | -3 | 1 | 3 | 3 | 6 | -1 | -5 | -3
- Cc1ccc2nc(SCC(=O)NC(=O)NCc3ccco3)[nH]c2c1
    -6 | -1 | 2 | 3 | 5 | 10 | -1 | -7 | -5
- Cc1ccc(S(=O)(=O)c2c(C)nn(C(C)(C)C)c2OC(=O)C2CCCC2)cc1
    0 | -9 | 4 | -5 | 8 | 0 | -1 | -8 | -7
- O=S(=O)(c1ccccc1)N1N=C(c2cccs2)CC1c1ccc(Br)cc1 (centres undefined)
    -3 | 3 | 9 | 9 | 0 | 1 | 0 | -3 | -1
- CCn1cc(SCC(N)=O)c2ccccc21
    -1 | 4 | 1 | 11 | 1 | 1 | 2 | -2 | -4
- Cc1ccc(S(=O)(=O)CCC(=O)Nc2ccccc2Cl)cc1
    1 | 1 | -6 | 4 | -4 | 3 | 1 | -5 | 2
- COc1ccc(NC(=O)C2CCC(N3C(=O)C4C5C=CC(C5)C4C3=O)CC2)cc1 (centres undefined)
    6 | 5 | -3 | 6 | -6 | -3 | 2 | 2 | 1
- CC(=O)Nc1nc2n(n1)C(c1ccc(Cl)cc1)C=C(C)N2 (centres undefined)
    1 | 3 | 3 | -4 | 4 | 4 | 1 | 1 | 6
- O=C(NCc1cccs1)c1nn2cccnc2c1Cl
    -1 | 4 | 2 | 2 | -1 | 4 | 0 | -1 | -2
- Cc1ccc(SCC(=O)OC(C)C(=O)NCc2ccccc2)cc1C (centres undefined)
    1 | 0 | 6 | 3 | 3 | 34* | 3 | 1 | 3
- CC(C)C(NC(=O)c1ccc(C(C)(C)C)cc1)C(=O)N1CCCC1 (centres undefined)
    3 | 1 | 2 | -3 | 1 | 3 | 4 | -1 | -1
- O=C(NC12CC3CC(CC(C3)C1)C2)c1ccc([N+](=O)[O-])o1
    1 | 12 | 17 | 3 | 2 | -3 | 1 | 2 | -2
- CCc1ccccc1NC(=O)C1CCCN(c2nccc(C)n2)C1 (centres undefined)
    -1 | -1 | 6 | 1 | -5 | 0 | 0 | -1 | 0
- CNC(=O)C(=O)Nc1cc2c3c(c1)CCN3C(=O)CC2
    5 | -1 | 5 | 6 | -4 | 5 | 0 | -6 | 2
- Cn1ccnc1SCCNC(=O)CCc1nnc(CCCCc2ccccc2)o1
    0 | 2 | 1 | 6 | -2 | 8 | 1 | -1 | 5
- CCc1nc2ccccc2c(C(=O)OCC(=O)NCc2ccc3c(c2)OCO3)c1C
    12 | -1 | -4 | 2 | 4 | -1 | -3 | -2 | -2
- OCC[C@H]1C[C@H](O)[C@@H](O)[C@@]2(Cc3ccccc3CO2)O1
    4 | -3 | -2 | 0 | 11 | -3 | -1 | 0 | -1

The final four compounds of the part above are carried over, then new ones follow:
Order of results: PME-1 inh | GSTO1 counter | PAFAH1B2 inh | PAFAH1B3 inh | PAFAH2 inh | pPAFAH FP inh | LYPLA1 inh | PAD4 inh | Fam108B inh
- CNC(=O)C(=O)Nc1cc2c3c(c1)CCN3C(=O)CC2
    5 | -1 | 5 | 6 | -4 | 5 | 0 | -6 | 2
- Cn1ccnc1SCCNC(=O)CCc1nnc(CCCCc2ccccc2)o1
    0 | 2 | 1 | 6 | -2 | 8 | 1 | -1 | 5
- CCc1nc2ccccc2c(C(=O)OCC(=O)NCc2ccc3c(c2)OCO3)c1C
    12 | -1 | -4 | 2 | 4 | -1 | -3 | -2 | -2
- OCC[C@H]1C[C@H](O)[C@@H](O)[C@@]2(Cc3ccccc3CO2)O1
    4 | -3 | -2 | 0 | 11 | -3 | -1 | 0 | -1
- O=C(NCc1nnc(SCC(=O)N2CCN(c3ccccc3)CC2)o1)c1c(F)cccc1F
    3 | 5 | -6 | 5 | -6 | 3 | 1 | -4 | 0
- COc1cccc(C(=O)CSc2nccn2C)c1
    0 | -1 | -1 | 6 | 7 | 6 | 1 | 1 | -2
- O=C1NC(=Nc2ccccc2)/C(=C/c2ccco2)S1
    3 | 9 | -2 | 7 | 1 | 34* | -10 | -6 | 1
- CCOC(=O)C1=C(c2ccccc2)c2ccc(OC)cc2N(S(=O)(=O)C(F)(F)F)C1C(=O)OCC (centres undefined)
    · | · | 0 | 6 | -2 | 2 | · | 7 | ·
- Cc1ccc(Cl)cc1Nc1nc(-c2sc(NC(=O)C(C)(C)C)nc2C)cs1
    -2 | -5 | -8 | 4 | -11 | 12 | -5 | -4 | 1
- Cc1ccc(-n2cccc2/C=C2/C(=N)N3C(=NC2=O)SN=C3S(C)(=O)=O)cc1Cl
    -38 | -60 | -8 | -5 | -11 | -6 | -19 | -11 | -31
- Cc1sc(NC(=O)c2cccs2)c(C(=O)OC(C)C)c1C
    1 | 10 | -4 | 2 | -7 | 3 | 3 | -5 | 4
- Cc1ccccc1N1CC(C(=O)N2CC(C)OC(C)C2)CC1=O (centres undefined)
    0 | 1 | 5 | -2 | 12 | -1 | 1 | 2 | 2
- CCOc1ccc(/C=N/NC(=O)c2ccccc2C)cc1CN1CC2CC(C1)c1cccc(=O)n1C2 (centres undefined)
    4 | · | 3 | 6 | -1 | 6 | -4 | 1 | ·
- CCCCOc1ccc(C(=O)Nc2ccc(N3CCN(C(C)=O)CC3)cc2)cc1
    -9 | -4 | 4 | 1 | 2 | 5 | -2 | 0 | -4
- O=C(O)CCC(=O)N1CCc2cc(S(=O)(=O)NCCc3ccc(Cl)cc3)ccc21
    -4 | 14 | 18 | 3 | 2 | 18 | 2 | 0 | -3
- CCc1c(C)sc(NC(=O)c2ccco2)c1C(=O)N1CCOCC1
    -2 | -2 | 2 | 3 | 5 | 2 | -3 | -3 | 0
- COCCNC(=O)c1ccc(C)cc1C
    0 | 0 | -1 | 13 | 1 | 1 | -1 | 0 | 8
- CC1(C)CC(NC(=O)C2CCN(S(=O)(=O)c3cccc(C(F)(F)F)c3)CC2)CC(C)(C)N1
    -4 | · | 3 | 2 | 0 | 2 | 1 | -3 | ·
- O=C(c1ccco1)N1CCN(CC(=O)N2CCCc3c2c(=O)oc2ccc(O)cc32)CC1
    -3 | -1 | · | · | · | 0 | 1 | -5 | 2
- COc1ccc(-c2cc(C(=O)N3CCCC3)no2)cc1
    -4 | 11 | 5 | 7 | 6 | 2 | 2 | -4 | 1
- CCOC(=O)Nc1ccc2c(c1)N(C(=O)CN1CCN(C)CC1)c1ccccc1S2
    -2 | 3 | 0 | -4 | 2 | -5 | 3 | -1 | 2
- Cc1ccc(-c2cc(C(=O)OC3CCOC3=O)c3ccccc3n2)c(C)c1 (centres undefined)
    -7 | -1 | 3 | 9 | 1 | 2 | -1 | -2 | -4
- CC(C)N1C(=O)CCC1C(=O)N1CCC(Cc2ccccc2)CC1 (centres undefined)
    -3 | 4 | 0 | 11 | 0 | -10 | -2 | 6 | -3

Printed as active in pPAFAH FP inh (from the list above):
SMILES,PME-1 inh,PAFAH1B2 inh,PAFAH1B3 inh,PAFAH2 inh,pPAFAH FP inh,PAD4 inh
Cc1ccc(SCC(=O)OC(C)C(=O)NCc2ccccc2)cc1C (centres undefined),1,6,3,3,34*,1
O=C1NC(=Nc2ccccc2)/C(=C/c2ccco2)S1,3,-2,7,1,34*,-6
